Screening results (PubChem BioAssay)
LEDGF integ inh: blocks HIV-1 LEDGF/p75-dependent DNA integration; TR-FRET IN-LEDGF/p75 DNA integration, Eu/Cy5; inhibition, % at 3.7 µM; hit rate 0.64% among 370,000;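 active means inhibition above the screen-wide mean plus 3 SD, cut at about 13% in these data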;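 further: signal is the Cy5 over europium emission ratio at 671 and 618 nm; 0% = plate median of compound wells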
MBD2 DNA inh: blocks human MBD2 binding to methylated DNA. Q9UBB5. TR-FRET, MBD2 binding to methylated oligonucleotide. inhibition, % at 4.4 µM. hit rate 0.31% among 370,000. AID 686964; in the data active means inhibition above about 13%
UHRF1 binding: blocks human UHRF1 binding to methylated DNA. Q96T88. UHRF1 binding to methylated oligo, TR-FRET. AID 687016. hit rate 0.75% among 370,000. inhibition, % at 4.4 µM; in the data active means inhibition above about 21%;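 further: UHRF1 SRA domain binding a hemimethylated CpG hairpin DNA probe; 0% = median of test compound wells and 100% = reference inhibitor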
PRMT1 inh: PRMT1 (human) inhibition, primary screen; hit rate 1.3% among 370,000; recombinant PRMT1, activity-based probe fluorescence polarization; Q99873; inhibition, % at 2.79 µM;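 active means inhibition above about 21% made by adding two undisclosed values, limit read from the data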
Target sequence (Q99873 whole entry, looked up): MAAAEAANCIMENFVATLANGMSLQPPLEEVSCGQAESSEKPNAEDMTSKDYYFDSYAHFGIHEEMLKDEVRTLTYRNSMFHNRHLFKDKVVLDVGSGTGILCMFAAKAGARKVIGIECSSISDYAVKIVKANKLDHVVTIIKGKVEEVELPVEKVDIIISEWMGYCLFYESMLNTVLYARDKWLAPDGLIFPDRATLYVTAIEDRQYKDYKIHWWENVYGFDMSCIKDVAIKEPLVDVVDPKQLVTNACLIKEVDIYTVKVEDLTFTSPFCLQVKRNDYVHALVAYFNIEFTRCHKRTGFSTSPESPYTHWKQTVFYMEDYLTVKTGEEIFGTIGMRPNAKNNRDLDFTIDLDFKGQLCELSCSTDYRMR
Tn6 DDE FP: DD(E)-Tn6 binding inhibition, primary FP screen. Fibrin DD(E) TRITC-Tn6 fluorescence polarization displacement. hit rate 0.21% among 370,000. P02675. inhibition, % at 8.3 µM;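 active means inhibition above a per-campaign cutoff: mean of compounds within control limits plus 3 SD, cut at about 15% in these data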;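 further: 0% = median of all compound wells on the plate and 100% = blocking peptide control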
Target sequence (P02675 whole entry, looked up): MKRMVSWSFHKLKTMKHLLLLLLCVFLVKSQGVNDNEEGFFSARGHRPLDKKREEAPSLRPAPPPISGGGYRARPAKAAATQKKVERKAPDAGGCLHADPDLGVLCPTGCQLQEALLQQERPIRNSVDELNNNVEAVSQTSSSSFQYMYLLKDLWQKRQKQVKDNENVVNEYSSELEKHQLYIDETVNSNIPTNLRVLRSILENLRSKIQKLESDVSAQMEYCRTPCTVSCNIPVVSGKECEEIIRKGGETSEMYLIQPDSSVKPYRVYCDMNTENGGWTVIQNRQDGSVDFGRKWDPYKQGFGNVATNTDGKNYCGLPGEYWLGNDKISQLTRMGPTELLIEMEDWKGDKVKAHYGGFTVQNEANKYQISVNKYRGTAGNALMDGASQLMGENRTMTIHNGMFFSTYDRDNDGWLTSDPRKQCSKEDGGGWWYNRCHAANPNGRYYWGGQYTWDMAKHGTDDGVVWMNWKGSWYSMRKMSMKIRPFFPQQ
SIAE primary: inhibitors of human sialic acid acetylesterase SIAE; inhibition, % at 9.66 µM; AID 1053197; Q9HAT2; hit rate 0.69% among 370,000; SIAE FP-Rh probe binding, fluorescence polarization;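 active means inhibition above a cutoff: mean of compounds within the control limits plus 3 SD of those, cut at about 17% in these data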;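 further: 0% = plate median of compound wells and 100% = probe without SIAE protein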
TCR-CD3 inh: blocks the human TCR-CD3 interaction; AID 651800; inhibition, % at 9.4 µM; TAMRA-labeled TCR probe fluorescence, biochemical; hit rate 0.37% among 360,000; in the data active means inhibition above about 19%;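 further: recombinant mutant TCR 2C K166C tagged with TAMRA read by polarization; 0% = receptor in buffer alone and 100% = receptor with positive control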
TDP2 absorb: blocks human TDP2 phosphodiesterase activity; hit rate 0.34% among 370,000; AID 720702; inhibition, % at 12.8 µM; recombinant TDP2, T5PNP hydrolysis, p-nitrophenol absorbance 415 nm;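 active means inhibition above the mean of all tested compounds plus 3 SD, set per campaign, cut at about 25% in these data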;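 further: 0% = DMSO with enzyme and 100% = buffer with substrate but no TDP2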
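Incubation: 2 h at 37 °C; Test system: recombinant human TDP2; Quantity: enzyme 120 nM; Read-out basis: percent inhibition; Medium: 50 mM Tris-HCl pH 7.5 with Mg2+, KCl, DTT, BSA; Repeats: single replicate; Compound: 12.8 µM single point, 1% DMSO; Signal: epi absorbance; Reagent: 5 mM T5PNP chromogenic substrate; Benchmarks: no-enzyme high, DMSO-plus-enzyme low.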
KLK7 zymogen act: proKLK7 (human) activation, primary screen; P49862; purified proKLK7, EDANS-DABCYL substrate fluorescence; 100% is mature enzyme control, 0% vehicle; activation, % at 7 µM; hit rate 0.9% among 370,000; AID 652039;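 active means activation above the mean of all tested compounds plus 3 SD, computed per campaign excluding outliers beyond control limits, cut at about 13% in these data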
DDE Tn7 FP inh: inhibitors of Tn7 peptide binding to human fibrin DD(E) | P02675 | FP displacement of FITC-Tn7 peptide from fibrin DD(E); 0% = median of compound wells per plate | inhibition, % at 8.3 µM | hit rate 0.13% among 370,000;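 active means inhibition above the mean of compounds falling within the control limits plus 3 SD of them, cut at about 14% in these data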;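 further: 0% = plate median of compound wells and 100% = 10 µM Aha-Tn7 peptide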
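Assay system: Human fibrin DD(E) protein | Medium: Tris buffer with calcium and detergent, pH 7.8 | Reagent: 0.1 µM fluorescent Tn7 | Compound dosing: Single point at 8.3 µM | Times: 10 min preincubation, 3 h with tracer, room temperature | Detection: Fluorescence polarization of the labelled Tn7 tracer | Controls: Aha-Tn7 high control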
Numbers without * were called inactive.

cpd	SMILES	LEDGF integ inh	MBD2 DNA inh	UHRF1 binding	PRMT1 inh	Tn6 DDE FP
1	COc1ccc(CNC(=O)COC(=O)[C@@H]2CCCN2C(=O)c2cccs2)cc1	0	0	1	1	-7
2	Cc1ccc2c(c1)C(=O)CCN2	-3	-1	2	0	-1
3	Cc1ccccc1NC(=O)COC(=O)c1ccccc1SCC(=O)N1CCCC1	-2	1	-3	5	5
4	CC1CCN(S(=O)(=O)c2ccc3c(c2)oc(=O)n3CC(=O)N2c3ccccc3CC2C)CC1 (stereo not drawn)	-3	5	2	0	0
5	COc1cc2c(cc1N)-c1ccc(N)cc1C2	-3	-16	-9	5	-5
6	COc1ccc(CNC(=O)C2CC(O)CN2C(=O)Nc2ccccc2)cc1 (stereo not drawn)	-2	3	3	2	1
7	CN(Cc1nccn1C)C(=O)c1cc(COc2ccc3ncccc3c2)on1	-4	-1	-2	-1	-5
8	CC(C)CCNC(=O)NC(=O)CSc1nnc(-c2ccccc2F)n1N	1	9	6	2	1
9	CN(c1ccccc1)S(=O)(=O)c1cccc(NC(=O)CCN2C(=O)C3CCCCC3C2=O)c1 (stereo not drawn)	0	-2	2	-1	1
10	CCOc1ccccc1OCC(=O)Nc1cc(C)on1	0	5	0	-1	4

cpd	SIAE primary	TCR-CD3 inh	TDP2 absorb	KLK7 zymogen act	DDE Tn7 FP inh
1	2	3	7	-0.1	-1
2	8	-5	4	1.5	-4
3	-1	1	-5	0.1	-1
4	-14	-2	-3	0.3	1
5	12	-8	-2	1.5	4
6	-7	-4	2	0.8	9
7	4	7	-3	0.0	5
8	-2	-9	-1	0.4	4
9	10	-3	-5	-0.1	-4
10	0	-3	1	1.1	-2

Remaining list, next part:
cpd	SMILES	LEDGF integ inh	MBD2 DNA inh	UHRF1 binding	PRMT1 inh	Tn6 DDE FP
11	O=C1NN(c2ccccc2)C(=O)/C1=C\c1ccccc1	1	-7	-3	6	10
12	Nc1ccc(-n2nncc2-c2ccccc2)cc1	0	5	12	-3	1
13	CN(C)c1ccc(/C=C/C(=O)c2ccc3c(c2)OCO3)cc1	1	-7	-4	-13	5
14	O=C(C1CCCO1)N1CCN(c2ccc(F)cc2)CC1 (stereo not drawn)	1	-1	0	-1	10
15	CCN1CCN(C(=O)c2cc(COc3ccc(F)c(F)c3)on2)[C@@H](C)C1=O	6	-6	1	-3	-4
16	C#Cc1ccc(NC(=O)C2(C)CCN2C(=O)C2(c3ccccc3)CCCC2)cc1 (stereo not drawn)	-2	-2	0	-1	2
17	Cc1ccc(CNCc2ccc3c(c2)OCO3)c(C)c1	-4	-1	-2	-2	5
18	CCc1nc(SCC(=O)N2CC(=O)Nc3ccccc32)c2c(C)c(C)sc2n1	-1	0	2	1	-1
19	Cc1c2n(c3ccccc13)CC/C2=N\O	0	9	0	2	1
20	CC(NC(=O)N(Cc1ccccc1)Cc1ccc2c(c1)OCO2)(C(F)(F)F)C(F)(F)F	0	0	1	-5	-6

cpd	SIAE primary	TCR-CD3 inh	TDP2 absorb	KLK7 zymogen act	DDE Tn7 FP inh
11	0	1	-8	0.1	2
12	4	4	11	-0.6	4
13	-7	-5	-9	-0.8	-30
14	-5	3	-12	-0.1	3
15	1	-3	-9	0.2	-6
16	-4	0	-4	-0.4	7
17	0	-1	1	-0.1	0
18	2	1	6	-0.3	11
19	8	5	10	0.5	-1
20	4	0	7	-0.1	1

Next records:
cpd	SMILES	LEDGF integ inh	MBD2 DNA inh	UHRF1 binding	PRMT1 inh	Tn6 DDE FP
21	CS(=O)(=O)c1ccccc1C(=O)Nc1ccc(-c2nc3ccccc3[nH]2)cc1	-1	0	-2	-2	3
22	Cc1ccc(-n2cnc3sc(C)c(C)c3c2=O)cc1	3	9	11	0	-10
23	O=C(Nc1cccnc1)OC1CCCC1	3	-3	0	-1	6
24	COc1cc(OC)cc(-c2c(Sc3ccccc3)c3cc(-c4cnc(N5CCOCC5)nc4)ccc3n2C)c1	-3	2	-1	3	2
25	Cc1ccccc1C(=O)NC1CCN(Cc2nnnn2C2CCCC2)CC1	1	5	-3	-3	4
26	CCC/C(O)=C1\C(=O)CCCC1=NC(C)C(=O)O (stereo not drawn)	6	-8	3	-5	4
27	CN(C)C(=O)CCc1ccc2c3c([nH]c2c1)[C@]1(C)[C@@H](C(=O)N2CCOCC2)C[C@H](CC(=O)NC(C)(C)C)C(=O)N1CC3	6	-5	-2	-3	-2
28	COc1ccc(NCc2nnc(SCC#N)n2-c2ccccc2OC)cc1	-3	0	-1	2	3
29	CCCCCc1c(CC)ncn1CCc1ccccc1OC	6	7	1	5	1
30	CC1CC(Nc2ccccc2N)=CC(=O)O1 (stereo not drawn)	1	-1	-3	1	-3

cpd	SIAE primary	TCR-CD3 inh	TDP2 absorb	KLK7 zymogen act	DDE Tn7 FP inh
21	1	0	17	0.3	-4
22	-2	0	-15	-0.2	-2
23	-7	2	-5	-0.3	2
24	-2	-2	5	-0.4	-1
25	0	3	-5	-0.4	0
26	0	5	-9	-0.1	0
27	2	-7	-12	0.4	-5
28	-2	-2	3	0.3	6
29	0	-2	-8	0.5	0
30	1	5	6	-0.1	-4

The list continues.
cpd	SMILES	LEDGF integ inh	MBD2 DNA inh	UHRF1 binding	PRMT1 inh	Tn6 DDE FP
31	CCCc1nc2oc3ccccc3c(=O)c2c(=O)n1CCCOC	1	4	0	-1	5
32	Nn1c(SCC(=O)N2CCCCCC2)nnc1-c1ccco1	-2	-2	-1	-3	3
33	Cc1ccc(C(=O)OCC(=O)NC(=O)Cc2ccccc2)c(O)c1	0	0	-2	-1	-6
34	COc1ccc(CN2CCC(C)(Oc3ccc4c(c3)OCO4)C2)c2ccccc12 (stereo not drawn)	-2	-4	0	-1	-5
35	N#CCN1C(=O)NC2(CCCc3sccc32)C1=O (stereo not drawn)	0	3	94*	0	-1
36	COC(=O)c1ccc(Cn2c(O)c(N=NC(N)=S)c3ccccc32)o1	2	1	0	-4	1
37	CCC/C(=N\NC(=O)C1CCCC1)c1ccccc1	1	8	0	7	-5
38	CCn1c(SC(C)C(=O)Nc2ccc(N3CCOCC3)cc2)nnc1C1CC1 (stereo not drawn)	-4	6	-2	-3	-5
39	COc1ccc(NC(=O)CCCn2cnc3ccccc3c2=O)cc1	1	2	2	8	-9
40	CN1CCN(Cc2nc3ccccc3n2C)CC1CCO (stereo not drawn)	3	-1	-1	-6	-1

cpd	SIAE primary	TCR-CD3 inh	TDP2 absorb	KLK7 zymogen act	DDE Tn7 FP inh
31	-2	-5	0	-0.1	-2
32	3	7	8	0.1	-6
33	-6	11	11	0.3	-6
34	8	1	6	0.0	4
35	0	6	20	-0.5	-5
36	-1	-5	1	0.1	-2
37	2	-3	-16	-0.1	0
38	10	2	2	0.4	5
39	3	-5	9	-0.1	1
40	8	3	10	0.2	-2

Carrying on.
cpd	SMILES	LEDGF integ inh	MBD2 DNA inh	UHRF1 binding	PRMT1 inh	Tn6 DDE FP
41	COc1ccc(CNC(=O)c2cnc(C)cn2)cc1	-1	1	-1	-3	2
42	CN(C)C(=O)CSc1nnc(CCCCCNC(=O)OC(C)(C)C)o1	3	4	2	1	-6
43	COc1ccc(C(=O)c2c3ccc(OC)cc3[n+]([O-])n2Cc2ccc(C(N)=O)cc2)cc1	2	-1	1	1	-4
44	Cc1ccc(CN2CCN(/N=C/c3ccc(N(C)C)cc3)CC2)cc1	2	-3	3	-5	-2
45	COc1ccccc1-c1noc(CCCC(=O)NC2CCCC2)n1	-2	1	1	-4	4
46	Cc1nc2ccccc2c(=O)n1/N=C/c1cccs1	3	-9	3	-2	1
47	Cc1ccc(C(C)C)c(OCC(=O)c2c(O)c3ccccc3oc2=O)c1	0	0	1	1	-3
48	O=c1c2cccnc2[nH]c(=S)n1CCC1=CCCCC1	1	1	-1	-1	-1
49	CCOC(=O)CSc1nnc(-c2cccnc2)n1Cc1ccccc1	-1	9	8	3	-11
50	CC(C)(C)OC(=O)N1CCCC(C(=O)Nc2cccc(C(=O)N3CCCCC3)c2)C1 (stereo not drawn)	-2	-3	-4	-2	-3

cpd	SIAE primary	TCR-CD3 inh	TDP2 absorb	KLK7 zymogen act	DDE Tn7 FP inh
41	7	2	7	0.5	1
42	3	-5	5	-0.1	-4
43	3	-1	-4	0.8	3
44	16	-3	-12	-0.4	-10
45	4	6	-4	-0.6	4
46	-1	11	-5	-0.7	-14
47	4	1	8	0.3	-4
48	2	2	10	0.2	-2
49	-8	1	-4	-0.8	3
50	-1	5	-10	-0.3	-2

Going on with the list.
cpd	SMILES	LEDGF integ inh	MBD2 DNA inh	UHRF1 binding	PRMT1 inh	Tn6 DDE FP
51	Cc1ccc(C(=O)COC(=O)c2ccccc2N2C(=O)C3C4CCC(C4)C3C2=O)cc1C (stereo not drawn)	0	-3	-3	-1	6
52	COc1ccc(CNC(=O)COc2cc(=O)n(C)c3ccccc23)cc1	2	1	1	0	-3
53	CCCc1c(C(=O)N/N=C(\C)c2cc(C)sc2C)nnn1-c1nonc1N	-1	-2	2	-2	-7
54	CN(C(=O)CCc1nc2ccccc2c(=O)[nH]1)C1CCS(=O)(=O)C1 (stereo not drawn)	-1	-5	-1	-1	1

cpd	SIAE primary	TCR-CD3 inh	TDP2 absorb	KLK7 zymogen act	DDE Tn7 FP inh
51	-6	4	13	0.1	0
52	-1	-3	2	0.3	-2
53	4	-3	6	0.2	3
54	-4	5	2	-1.1	6

Part of the list above in order of molecular weight, low to high:
cpd	SMILES	LEDGF integ inh	MBD2 DNA inh	UHRF1 binding	PRMT1 inh	Tn6 DDE FP
46	Cc1nc2ccccc2c(=O)n1/N=C/c1cccs1	3	-9	3	-2	1
47	Cc1ccc(C(C)C)c(OCC(=O)c2c(O)c3ccccc3oc2=O)c1	0	0	1	1	-3
49	CCOC(=O)CSc1nnc(-c2cccnc2)n1Cc1ccccc1	-1	9	8	3	-11
53	CCCc1c(C(=O)N/N=C(\C)c2cc(C)sc2C)nnn1-c1nonc1N	-1	-2	2	-2	-7
50	CC(C)(C)OC(=O)N1CCCC(C(=O)Nc2cccc(C(=O)N3CCCCC3)c2)C1 (stereo not drawn)	-2	-3	-4	-2	-3
51	Cc1ccc(C(=O)COC(=O)c2ccccc2N2C(=O)C3C4CCC(C4)C3C2=O)cc1C (stereo not drawn)	0	-3	-3	-1	6

cpd	SIAE primary	TCR-CD3 inh	TDP2 absorb	KLK7 zymogen act	DDE Tn7 FP inh
46	-1	11	-5	-0.7	-14
47	4	1	8	0.3	-4
49	-8	1	-4	-0.8	3
53	4	-3	6	0.2	3
50	-1	5	-10	-0.3	-2
51	-6	4	13	0.1	0
